# CHO parental Ca: counter-screen for OX1R antagonists: effect in parental CHO cells; parental CHO-K1, ATP-induced calcium, Fluo-8 fluorescence; inhibition, % at 5.6 µM; hit rate 0.63% among 330,000; AID 463079;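 active means inhibition above that plate's mean sample inhibition plus 3 SD, cut at about 26% in these data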;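 further: 0% = ATP-challenged DMSO wells and 100% = DMSO wells without ATP; some compounds past the cut are filed as inactive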
#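 Material: Parental CHO cells | Reagent: ATP | Compound dosing: Single nominal dose of 5.6 µM per compound | Detection: Intracellular calcium via Fluo-8 no-wash fluorescent dye | Read-out: % inhibition of ATP-induced calcium mobilization | Benchmarks: Low control ATP plus DMSO, high control DMSO only | Replicates: Singlicate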
# TAAR1 antagonist: antagonists of human TAAR1; Q96RJ0; CHO RD-HGA16 TAAR1, Fluo-8 calcium fluorescence, antagonist; inhibition, % at 3 µM; hit rate 1.5% among 360,000; AID 624466;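 active means inhibition above a per-plate cutoff, the mean inhibition of test compounds on that plate plus 3 SD, cut at about 49% in these data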;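 further: 0% = DMSO plus EC80 beta-PEA response and 100% = DMSO alone without agonist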
#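 Test system: CHO RD-HGA16 cells bearing hTAAR1 | Reagent: β-PEA, EC80 | Compound dosing: 3 µM, single point | Schedule: Dye loading 75 min at 37 °C, then 30 min room temperature | Signal: Calcium fluorescence with Fluo-8 | Evaluation: Percent inhibition of PEA-evoked calcium signal, max/basal emission ratio | Control set: DMSO-only wells and EC80 β-PEA-stimulated wells | Repeats: Singlicate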
# M1 antag: antagonists of human M1 muscarinic receptor; AID 588852; P11229; hit rate 1.3% among 360,000; inhibition, % at 3 µM; CHO-K1 hM1, Fluo-8 calcium fluorescence, ACh EC80 antagonist;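 active means percent inhibition above its own plate's cutoff, namely the mean of that plate's compound wells plus 3 SD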;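 further: peak over basal fluorescence ratio during 140 s after agonist addition; 0% = ACh EC80 plus DMSO and 100% = DMSO alone without agonist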
# Target sequence (P11229 whole entry, looked up): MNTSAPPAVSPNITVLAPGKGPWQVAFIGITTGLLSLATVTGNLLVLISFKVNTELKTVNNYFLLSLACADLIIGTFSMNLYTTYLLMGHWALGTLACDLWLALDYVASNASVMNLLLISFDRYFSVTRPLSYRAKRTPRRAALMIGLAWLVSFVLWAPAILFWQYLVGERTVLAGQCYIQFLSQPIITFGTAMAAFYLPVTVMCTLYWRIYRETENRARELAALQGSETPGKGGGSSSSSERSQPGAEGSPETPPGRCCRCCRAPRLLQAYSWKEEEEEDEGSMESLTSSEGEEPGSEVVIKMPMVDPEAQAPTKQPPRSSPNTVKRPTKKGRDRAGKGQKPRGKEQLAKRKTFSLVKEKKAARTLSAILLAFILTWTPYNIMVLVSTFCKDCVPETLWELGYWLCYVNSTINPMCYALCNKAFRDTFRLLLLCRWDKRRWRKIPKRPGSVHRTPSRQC
# CHO-K1 Ca ag: M1 agonist counterscreen hit in parental CHO-K1 cells; Fluo-8 calcium fluorescence; scaled to maximal ATP response, vehicle zero; hit rate 0.48% among 360,000; activation, % at 3 µM; in the data active means activation above about 15%;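 further: untransfected CHO-K1 host cells lacking M1 receptor as counterscreen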
# TAAR1 agonist: human TAAR1 agonism; Q96RJ0; CHO RD-HGA16 TAAR1, Fluo-8 calcium fluorescence; vehicle wells 0%, saturating PEA agonist 100%; activation, % at 3 µM; hit rate 0.99% among 360,000; AID 624467;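 active means activation above the mean activation of all test compounds in the run plus 3 SD, cut at about 38% in these data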
#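 System: CHO RD-HGA16 cells carrying human TAAR1 plus Gα16; Incubation: 17-24 h seeding, 75 min 37 °C dye, 30 min RT; Measured by: Fluo-8 fluorescence, 5 s baseline then 140 s kinetic read; Control set: DMSO and PEA EC100; Replication: single well for each compound.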
# M1 ag: activates human CHRM1 receptor; P11229; CHO-K1 hM1, Fluo-8 calcium fluorescence, agonist mode; 0% DMSO, 100% acetylcholine EC100; AID 588814; activation, % at 3 µM; hit rate 0.33% among 360,000;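 active means activation above the run's mean compound activation plus 3 SD, cut at about 16% in these data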;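 further: peak over basal fluorescence ratio within a 140 s kinetic read after compound addition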
# OXTR potentiate: human OXTR potentiation. AID 2445. CHO-OTR cells, Fluo-8 calcium fluorescence, potentiator mode; 0% = oxytocin EC15, 100% = EC100. activation, % at 3 µM. hit rate 0.061% among 320,000. P30559;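 active means activation above that plate's cutoff, the mean activation of tested compounds plus 3 SD, cut at about 6.6% in these data, passing the limit was not always enough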;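 further: 100% uses oxytocin at 75 nM as the full agonist control; some results filed as inactive read as strong as hits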
# Target sequence (P30559 whole entry, looked up): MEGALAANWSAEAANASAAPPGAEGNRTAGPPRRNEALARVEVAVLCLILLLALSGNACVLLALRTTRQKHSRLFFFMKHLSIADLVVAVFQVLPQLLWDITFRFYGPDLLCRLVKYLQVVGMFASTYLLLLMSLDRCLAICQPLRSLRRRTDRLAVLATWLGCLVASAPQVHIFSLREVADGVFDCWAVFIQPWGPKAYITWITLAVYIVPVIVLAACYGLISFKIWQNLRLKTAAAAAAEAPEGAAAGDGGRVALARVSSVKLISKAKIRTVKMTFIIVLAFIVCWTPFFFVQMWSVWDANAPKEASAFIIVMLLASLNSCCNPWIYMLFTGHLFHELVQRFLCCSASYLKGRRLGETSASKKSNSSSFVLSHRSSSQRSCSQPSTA
#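 Replication – single well per compound, singlicate · Assay system – CHO cell line stably expressing human OTR · Timing – 6 min pre-incubation, 100 s read · Measure – normalized max/min fluorescence ratio, % activation · Doses – 3.0 µM, one dose · Detection – Fluo-8 calcium dye fluorescence · Probe or stimulus – oxytocin near EC15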
# CHO-K1 Ca antag: M1 antagonist counterscreen hit in parental CHO-K1 cells; ATP-induced calcium, Fluo-8 fluorescence; inhibition, % at 3 µM; hit rate 0.6% among 360,000;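 active means inhibition above a per-plate cutoff, the plate's mean sample inhibition plus 3 SD, cut at about 24% in these data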;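 further: 0% = DMSO plus EC80 ATP and 100% = DMSO alone without ATP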
# CHO-K1 Ca PAM: nonselective activator or artifact in parental CHO-K1 calcium assay; ATP EC20, Fluo-8 calcium fluorescence; 0% at ATP EC20, 100% at ATP max; activation, % at 3 µM; hit rate 0.02% among 360,000; AID 602247;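 active means activation above the run cutoff, the mean activation of all test compounds plus 3 SD, cut at about 40% in these data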;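 further: peak over basal fluorescence ratio in a 140 s read after ATP addition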
# Starred values were filed as active, the others as inactive; . = no result given; & = joins results of further samples. A portion of the library, so the mix of outcomes need not match the whole.
SMILES,CHO parental Ca,TAAR1 antagonist,M1 antag,CHO-K1 Ca ag,TAAR1 agonist,M1 ag,OXTR potentiate,CHO-K1 Ca antag,CHO-K1 Ca PAM
CC(=O)C1(c2ccccc2)CCN(C(=O)C2CCC(=O)N(CCc3cccc(F)c3)C2)CC1 (stereo not drawn),-6,61*,9,6.8,15,-1,-8,-6,6
CN1c2ccc([N+](=O)[O-])cc2CC2(C(=O)NC(=O)N(c3ccccc3)C2=O)C1c1ccccc1 (stereo not drawn),-6,-10,-11,0.7,2,-4,-2,-13,6
Cc1cc(NC(=O)CCC(=O)N2CCC3(CC2)OCCO3)no1,7,4,-10,0.0,7,-2,1,-7,14
Cc1ccc(-c2cc(-c3ccccc3)cc(-c3ccccc3)[n+]2-c2ccc(C(=O)O)cc2)cc1,-2,13,-7,-0.3,6,0,1,-14,-1
CCCSc1nc(O)c(CC)c(=O)n1C(C)CC (stereo not drawn),-1,4,-23,-0.4,7,-5,-3,-27,25
Nc1ncnc2c1ncn2[C@@H]1O[C@H](COP(=O)(O)CP(=O)(O)O)[C@@H](O)[C@H]1O,.,-28,-26,0.3,1,1,.,-4,7
COC(=O)C1=C(c2ccccc2OCc2ccccc2)C[C@@H]2CC[C@H]1N2C(=O)NCc1ccc(C(C)(C)C)cc1,-15,27,14,0.8,1,-2,-4,-14,0
CCn1c(O)c(C=NCCc2c[nH]c3ccccc23)c(=O)[nH]c1=O,-5,19,3,2.5,6,-5,0,-12,-2
C[C@]12CC[C@H](OS(=O)(=O)O)CC1=CC[C@@H]1[C@@H]2CC[C@]2(C)C(=O)CC[C@@H]12,-3&-16,-24&0&-1,-23&-26&-29,0.4&-0.4&0.2,1&1&0,-5&-4&-6,-10&-3,5&5&-4,10&4&18
COc1ccccc1N1C(=O)NC(=O)/C(=C/c2ccc3c4c(cccc24)CC3)C1=O,-11,-7,-9,-0.1,4,-8,-1,-8,21
O=P1(Nc2ccc(F)cc2)COc2ccccc2OC1,-8,5,-1,0.5,2,-1,-1,-5,8
CCCCCCn1c(O)c(C=NCCCn2ccnc2)c(=O)[nH]c1=O,-2,-4,-2,1.2,3,-5,-22,-4,10
C1CCC(NC2CCCCC2)CC1,-3,-11,-7,0.3,1,-3,2,-18,12
Cc1ccc(N2C(=O)CC(=O)NC2=O)cc1,-25,-14,0,1.4,13,-4,-4,-16,26
CC(C)c1ccc(-n2c(O)c(C=NCCN3CCNCC3)c(=O)[nH]c2=S)cc1,11,-12,9,-0.5,0,-10,4,-20,-4
Cc1ccc(NP(=O)(c2ccccc2)c2nc3ccccc3s2)cc1 (stereo not drawn),-22,-28,-9,0.1,9,-4,-1,-19,14
CCN(CC)C(=O)c1ccc(NC(=O)c2ccc(-c3nn(C)c(=O)c4ccccc34)cc2)cc1,-19,18,-2,-0.6,-1,-6,1,3,11
CN1CC[C@@]23CCCC[C@@H]2[C@@H]1Cc1ccc(O)cc13,12,-3,-31,0.1,0,3,2,-5,-7
CCCNC(=O)N1[C@H]2CC[C@@H]1C(C(=O)OC)=C(c1ccc(F)cc1OCc1ccccc1)C2,-34,.,-2,-1.2,.,-5,1,-5,1
COc1cc(CN2CCCC(C(=O)c3sccc3C)C2)cc(OC)c1O (stereo not drawn),-10,12,1,0.1,-1,-4,-8,-10,6

# Retrieved one by one from above, three records:
SMILES,CHO parental Ca,TAAR1 antagonist,M1 antag,CHO-K1 Ca ag,TAAR1 agonist,M1 ag,OXTR potentiate,CHO-K1 Ca antag,CHO-K1 Ca PAM
Cc1ccc(N2C(=O)CC(=O)NC2=O)cc1,-25,-14,0,1.4,13,-4,-4,-16,26
CN1c2ccc([N+](=O)[O-])cc2CC2(C(=O)NC(=O)N(c3ccccc3)C2=O)C1c1ccccc1 (stereo not drawn),-6,-10,-11,0.7,2,-4,-2,-13,6
Cc1cc(NC(=O)CCC(=O)N2CCC3(CC2)OCCO3)no1,7,4,-10,0.0,7,-2,1,-7,14

# Further records.
SMILES,CHO parental Ca,TAAR1 antagonist,M1 antag,CHO-K1 Ca ag,TAAR1 agonist,M1 ag,OXTR potentiate,CHO-K1 Ca antag,CHO-K1 Ca PAM
COc1ccc(C2N(c3cc(C)on3)C(=O)C3CCCN32)cc1 (stereo not drawn),1,-6,-1,0.3,9,-12,-8,2,10
Cc1c(NP(=S)(C(C)(C)C)C(C)(C)C)c(=O)n(-c2ccccc2)n1C,-20,7,-6,-0.2,8,-10,-4,12,9
CC/C(=N\N1CCCCCC1)c1c(O)n(-c2ccccc2C)c(=O)[nH]c1=O,-18,15,5,5.5,1,-8,-7,-3,1
COc1ccc(OC)c(N2C(=O)NC(=O)C3(Cc4cc(C)ccc4N(C)C3)C2=O)c1 (stereo not drawn),-10,-2,-7,0.3,2,-1,2,-1,0
CC(=O)Nc1ccccc1C(=O)OCc1ccc(C(=O)c2ccccc2)cc1,13,38,14,9.1,7,5,-9,-3,-6
N=C1c2ccccc2CN1NC(=O)C1CC1,10,-5,3,0.6,3,-6,-7,-1,17
O=C1CN=C(c2ccccc2)c2cc(Cl)ccc2N1,-3,2,-2,0.4,2,4,-4,-13,2
O=C1NCN(c2ccccc2)C12CCN(C(c1cc3ccccc3o1)c1nnnn1C1CCCCC1)CC2 (stereo not drawn),.,-10,1,0.5,1,0,.,-10,14
COc1cc2c(cc1OC)C1C(=O)c3ccc4c(c3OC1CO2)CC(C(C)C)O4 (stereo not drawn),.,8,23,7.5,4,11,.,14,-12
CN1OC[C@@H]2CN[C@H](c3ccccc3Br)C[C@@H]21,.,-5,-1,-0.2,2,-5,.,15,-8
CCN(CC)C(=O)c1ccc(NC(=O)c2sccc2-c2ccccc2)cc1,-2,-9,8,2.6,5,-2,-6,4,9
CCN1CCN(c2ccc(NC(C)=O)cc2Cl)CC1,1,1,13,4.2,-1,-6,-14,13,9
CCOC(=O)C(O)(c1ccc(NC(=O)c2ccc(Cl)c(Cl)c2)cc1)C(F)(F)F (stereo not drawn),-19,-1,2,2.2,1,-6,-11,-13,19
CC1C=CCCC12C(=O)NC(=O)NC2=O (stereo not drawn),.,-8,-15,1.0,6,-4,.,-8,2
CCOC(=O)C(O)(c1ccc(N(CC)C(=O)COc2ccccc2)cc1)C(F)(F)F (stereo not drawn),-8,.,-22,1.8,.,-10,0,-18,15
CC(=NCCC1=CCCCC1)c1c(O)n(-c2ccccc2)c(=O)[nH]c1=O,-16,-37,-7,0.3,9,-7,-5,-2,8
O/N=C/c1c[nH]c2ccccc12,-3,-15,3,3.0,6,-3,-5,13,-3
O=C(CCN1CC2CCC(CC2)C1)c1cccs1,.,3,-12,0.2,1,-4,.,1,7
COCCN(C(=O)COC(=O)Cc1ccccc1)c1c(N)n(Cc2ccccc2)c(=O)[nH]c1=O,-10,18,-11,0.8,0,-4,-2,-3,0
CCOc1ccc(Br)c(C2(O)CC(C)N(C)CC2C)c1 (stereo not drawn),-9,-7,-25,0.3,3,-3,-7,0,6
N#CC(c1cccnc1)N1CCOCC1 (stereo not drawn),-9,-11,6,1.3,5,-7,-5,-2,-2
Cc1cccc(CN2CCCC(C(=O)c3cccc(OC(C)C)c3)C2)n1 (stereo not drawn),-11,-5,17,1.7,3,-12,-2,-8,9
C=CCCC1(C2=CCCCC2)C(=O)NC(=O)NC1=O,.,-4,-1,-0.2,5,-3,.,1,-13
COC(=O)[C@H]1C[C@@H]1[C@H](NP(=O)(c1ccccc1)c1ccccc1)c1ccccc1,-30,7,-9,0.6,4,-5,-10,-15,9
COC(=O)C1=C(c2ccc(F)cc2F)C[C@@H]2CC[C@H]1N2C(=O)NC(C)C,-19,.,-4,-0.5,.,-9,-2,3,9
CCN1CCC(O)(c2ccccc2)C(C(=O)c2ccccc2)C1 (stereo not drawn),-6,-14,-9,-0.4,2,-4,-5,-6,16
O=P(Nc1ccccc1)(Nc1ccccc1)Oc1ccccc1,-19,41,2,11,15,-4,-4,-9,24
CCOc1ccc2[nH]c(=O)c(CN(CCO)C3(c4nnnn4C4CCCCC4)CCCCC3)cc2c1,-16,-5,-15,-0.3,3,-2,-12,0,14
O=c1c2ccccc2nc(-c2ccccc2)n1-c1ccccc1,-11,-4,-11,0.8,9,-4,-4,-13,17
C[C@@H]1CN([C@H](C)CO)C(=O)CCCn2nncc2CO[C@H]1CN(C)C(=O)Oc1ccccc1,.,-26,-9,0.6,2,-1,.,-6,12
O=C(c1ccc2c(=O)n(Cc3ccc4c(c3)OCO4)c(=S)[nH]c2c1)N1CCC2(CC1)OCCO2,-11,.,-2,0.5,.,-5,-3,6,-9
Cc1cccc(OCC(=O)N2CCN(Cc3ccncc3)CC2)c1,-3,-23,-10,0.2,11,-4,-10,-3,14
O=C(c1ccccc1)C1NC1c1ccccc1 (stereo not drawn),-18,-30,2,3.5,30,-3,-6,-6,8
Cc1c(C(=O)C(=O)N2CCOCC2)c2ccccc2n1Cc1ccccc1,-19,-13,-4,12,4,-2,-10,-11,25
O=C(O)c1ccc(N=Cc2c(O)n(Cc3ccc(F)cc3)c(=O)[nH]c2=O)cc1,-10,-14,-15,9.1,1,-1,-5,-10,27
CN1CCN(c2ncnc3ccc(Br)cc23)CC1,2,2,12,0.6,2,-6,-10,-5,0
O=C1CN=C(c2ccccc2)c2ccccc2N1,-24,-16,2,1.2,4,-4,-9,-7,-11
Fc1cccc(-c2ccc3c(c2)CN(c2cccc(Cl)c2)Cc2cnnn2-3)c1,.,0,3,0.0,0,3,.,22,1
C[C@@H]1CN([C@@H](C)CO)C(=O)CCCn2nncc2CO[C@H]1CN(C)C(=O)Oc1ccc2ccccc2c1,.,9,-18,-0.1,0,-8,.,0,15
Nc1ccccc1C(=O)OCC(=O)c1ccc2c(c1)OCCO2,1,9,-9,1.6,1,-10,-6,-8,7
CC(=O)N1CN2CN(C(C)=O)CC(C(=O)c3ccccc3)(C2)C1,5,2,-26,-0.2,0,2,-3,9,3
CCCCC1(CCO)C(=O)NC(=S)NC1=O,.,-18,-10,0.3,0,-3,.,6,-12
CC(C)(C)C(=O)N1Cc2cc(N3CCCCC3)ccc2-n2nncc2C1,.,-12,-12,1.9,0,-2,.,5,15
O=C1NC(=O)N(CCc2ccc(F)cc2)C(=O)/C1=C/c1cccs1,-7,0,1,1.0,4,-1,-13,-7,6
COc1cccc(CN2CC=C(c3ccc(F)cc3)CC2)c1,-12,-13,-11,0.7,9,-10,8,-9,13
